# High-throughput results from PubChem BioAssay.
# D2 potentiator – positively modulates the human D2 dopamine receptor allosterically; P14416; HEK293 T-REx D2, calcium flux, EC20 dopamine potentiation; potentiation, % at 10 µM; hit rate 0.34% among 340,000; AID 485347;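 active means potentiation over 3 SD above the plate norm, cut at about 30% in these data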; further: 0% is about no effect
#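 Calcium flux readout, no-wash dye, 1 read/s. Inducible HEK293 Trex D2 line, overnight 30 C. Compound alone 180 s (agonist flags), then EC20 dopamine, another 180 s to score potentiation.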
# D1 antagonist – blocks dopamine activation of the human D1 receptor; hit rate 3.2% among 360,000; activity change, negative = inhibition, % at 10 µM; HEK293 TREx D1 cells, calcium flux, dopamine EC80; stronger effect = lower value; in the data active means activity change below about -30%; further: on the % scale 0 is the no-effect control and ±100 the full control effect
# Target sequence (P21728 whole entry, looked up): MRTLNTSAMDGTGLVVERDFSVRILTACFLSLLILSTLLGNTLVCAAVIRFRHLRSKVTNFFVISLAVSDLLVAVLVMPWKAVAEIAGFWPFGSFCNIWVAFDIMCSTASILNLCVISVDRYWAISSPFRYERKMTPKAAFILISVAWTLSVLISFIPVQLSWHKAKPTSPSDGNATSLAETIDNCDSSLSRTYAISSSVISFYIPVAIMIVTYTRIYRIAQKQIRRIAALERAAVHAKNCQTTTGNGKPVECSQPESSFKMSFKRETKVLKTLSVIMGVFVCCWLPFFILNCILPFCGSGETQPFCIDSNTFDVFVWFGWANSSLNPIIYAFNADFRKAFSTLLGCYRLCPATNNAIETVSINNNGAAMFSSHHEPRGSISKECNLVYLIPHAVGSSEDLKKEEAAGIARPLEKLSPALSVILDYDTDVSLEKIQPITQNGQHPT
#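 Inducible Hek293 Trex D1 cells (tetracycline, overnight, 30 C). Calcium dye 30–90 min RT. Antagonist mode: EC80 dopamine added after 180 s compound read.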
# D1 potentiator – human D1 dopamine receptor positive modulation. P21728. HEK293 TREx D1 cells, calcium flux, dopamine EC20 potentiation. potentiation, % at 10 µM. hit rate 0.036% among 360,000; in the data active means potentiation above about 30%; further: 0% is about no effect
# D2 agonist – activates the human D2 dopamine receptor | hit rate 0.53% among 340,000 | AID 485358 | P14416 | activation, % at 2 µM | HEK293 T-REx D2 cells, calcium flux agonist mode;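 active means activation over 3 SD above normal in the single-dose calcium agonist read, cut at about 30% in these data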; further: 0% is about no effect
#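 HEK293 Trex D2 cells, tetracycline-induced, o/n 30 C 5% CO2; no-wash Ca dye, RT 30–90 min; 10-cycle baseline, 23 nl cpd added, kinetic Ca read 180 s; agonist hits = positive Ca response.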
# TRHR enhancer – allosterically enhances the human TRH receptor; TRHR cells, fluo-8 calcium fluorescence, EC20 TRH enhancement; enhancement, % at 2 µM; hit rate 0.66% among 360,000; AID 493056; in the data active means enhancement above about 30%; further: 0% is about no effect
# Target sequence (P34981 whole entry, looked up): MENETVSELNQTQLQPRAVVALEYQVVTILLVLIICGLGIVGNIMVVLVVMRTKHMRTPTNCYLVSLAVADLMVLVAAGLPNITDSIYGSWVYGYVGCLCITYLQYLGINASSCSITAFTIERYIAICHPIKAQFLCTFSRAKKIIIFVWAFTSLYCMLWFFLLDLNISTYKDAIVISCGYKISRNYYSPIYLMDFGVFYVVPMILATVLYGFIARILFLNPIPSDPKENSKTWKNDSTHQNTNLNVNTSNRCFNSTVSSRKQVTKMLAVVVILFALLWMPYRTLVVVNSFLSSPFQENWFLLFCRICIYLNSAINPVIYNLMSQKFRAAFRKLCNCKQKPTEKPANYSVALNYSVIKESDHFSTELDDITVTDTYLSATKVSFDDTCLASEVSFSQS
#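 Enhancer read-out: after compound pinning and an initial kinetic agonist-mode read, an EC20 of TRH (10 nM final) was injected and fluo-8 calcium signal (Ex 480/Em 530) followed at 1 s/cycle for 100 cycles in TRHR-expressing cells.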
# RXFP1 antag – antagonists of human relaxin receptor RXFP1; HEK293-RXFP1, relaxin-stimulated cAMP HTRF, 30 min; stronger effect = lower value; activity change, negative = inhibition, % at 57.5 µM; hit rate 0.59% among 350,000; AID 1259400;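 active means activity change of -60% or lower, but not beyond a set lower limit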; further: on the % scale 0 is the no-effect control and ±100 the full control effect
# TRHR agonist – agonists of human TRH receptor; P34981; TRHR cells, calcium flux fluo-8, FDSS agonist mode; activation, % at 2 µM; hit rate 0.18% among 360,000; further: 0% is about no effect
#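 Read-out: compound-evoked intracellular calcium rise in TRHR cells, fluo-8 dye, kinetic FDSS fluorescence at 1 s/cycle following a 10-cycle baseline. Cells cultured overnight before dye loading (30 min–1.5 h, RT).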
# D1 agonist – agonists of human D1 dopamine receptor. P21728. HEK293 T-REx D1 cells, calcium flux, agonist mode. activation, % at 2 µM. hit rate 1% among 360,000; further: 0% is about no effect
#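 Inducible HEK293 T-REx D1 cells, force-coupled to calcium signalling, were plated at 4000 cells/well with tetracycline and held overnight at 30 C. After no-wash calcium dye loading, compound-evoked calcium rise over 180 s flagged agonists.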
# D2 antagonist – D2 dopamine receptor (human) antagonism; HEK293 TREx D2 cells, calcium flux, dopamine EC80; inhibition, % at 10 µM; hit rate 2% among 340,000; in the data active means inhibition above about 30%; further: 0% is about no effect
#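 Calcium flux kinetic readout in an inducible HEK293 TREx D2 line plated overnight at 30 C. After 180 s compound exposure, an EC80 dopamine challenge follows with another 180 s kinetic read to detect antagonism.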
# * marks the source's active call; other numbers are inactive results; · = not tested or not shown. Unless noted, no stated cut-off is given here; in the data, active means activation above about 30%; inactive means the rest.
# Below each compound – D2 potentiator	D1 antagonist	D1 potentiator	D2 agonist	TRHR enhancer	RXFP1 antag	TRHR agonist	D1 agonist	D2 antagonist
[1] Cc1ccc2nc(SCc3nnc(-c4ccccc4[N+](=O)[O-])o3)c(C#N)cc2c1
    13	19	-4	0.1	6	0	-0.6	4	-4
[2] O=C(Nc1ccc(S(=O)(=O)Nc2nccs2)cc1)c1nn(-c2ccccc2)ccc1=O
    0	17	-3	-0.6	-4	-4	0.1	7	0
[3] O=C(NCc1ccccc1Cl)c1ccc(CSc2nc3ccncc3[nH]2)cc1
    28	-4	-1	-0.6	-2	-10	-0.4	4	-9
[4] Cc1ccc(-n2c(SCC(=O)N3CCOCC3)nnc2-c2ccncc2)cc1C
    0	-17	-5	-0.5	1	0	0.1	1	5
[5] O=C(Cn1cnc2c(NC(=O)OCc3ccccc3)ncnc21)NCCN1CCOCC1
    -8	·	-1	7.9	6	·	0.3	-1	-17
[6] CC(=O)Nc1ccc(Nc2ccc(S(=O)(=O)C(F)(F)F)cc2[N+](=O)[O-])cc1
    2	-5	-5	2.8	4	-2	2.1	8	1
[7] CCCNC(=S)N1CCC(NC(=O)c2ccc(C)cc2)CC1
    -16	-3	9	-0.3	5	0	-0.3	0	4
[8] CC(=O)c1ccc(N2CCN(C(=O)c3ccc4c(Cl)c5c(nc4c3)CCCC5)CC2)cc1
    7	-22	-1	-0.9	-4	·	-0.4	4	1
[9] CC(C)COC(=O)c1cccc2c1-c1ccccc1/C2=N\O
    ·	-5	-1	·	-10	-3	-0.3	12	·
[10] O=C(Nc1cccnc1)c1cccc(S(=O)(=O)Nc2ccccc2F)c1
    15	-12	1	0.2	3	0	0.1	2	-3
[11] CCCn1c(=S)[nH]c2cc(C(=O)N3CCN(c4ccccc4OC)CC3)ccc2c1=O
    2	15	-4	0.9	4	-3	-0.6	-2	-6
[12] O=C(Nc1nc2c(s1)CCCCCC2)Nc1ccc(F)cc1F
    -2	7	0	0.8	-1	-13	0.0	4	·
[13] Cc1ccccc1NC(=O)c1cc2c(C)nc3ccccc3c2o1
    8	-12	-10	-0.3	2	-9	-1.0	1	7
[14] O=S(=O)(c1cnccc1N1CCN(CCO)CC1)N1CCCCC1
    12	-4	-5	1.5	0	-9	0.4	5	21
[15] O=C(OCc1ccccc1)N1CCCC1/C=C/CN1CCOCC1 (stereo not drawn)
    -14	-1	-2	0.2	-2	-1	0.7	2	14
[16] COCCCNCC(O)COc1cccc2[nH]c(C)cc12 (stereo not drawn)
    -2	-7	1	-0.6	-7	-3	0.1	4	-4
[17] Cn1nc([N+](=O)[O-])nc1Oc1ccccc1
    -2	-17	-10	0.7	0	-3	0.3	0	6
[18] Cc1cc(C)c(C(=O)COc2cccnc2[N+](=O)[O-])cc1C
    13	·	0	0.3	-3	2	1.0	3	18
[19] CCCCOc1ccc(C(=O)Nc2nnc3n2CCS3)cc1
    -3	7	-4	-0.6	16	·	0.2	7	·
[20] COc1ccc2c(c1OC)C(=O)OC2Nc1ccccc1S(=O)(=O)C(F)F (stereo not drawn)
    4	-12	-1	-0.4	-2	-20	0.1	2	4
[21] CCOC(=O)C(=O)NCc1ccc(/C=C2/N=C(C)C(C(=O)OCC)=C2O)o1
    9	-10	-1	0.2	3	-26	0.6	5	10
[22] Cc1ccc(C(NC(=O)NCCCN2CCOCC2)=C(Cl)Cl)cc1F
    8	5	-2	1.4	-3	1	0.6	0	-12
[23] Cc1cc(N)c2ccccc2n1
    -19	2	-5	2.4	-7	·	0.2	4	1
[24] O=C(Cn1cc(/C=N/NC(=O)c2cccc(C(F)(F)F)c2)c2ccccc21)Nc1ccc(F)cc1
    -3	-14	-6	0.1	1	-1	0.3	3	8
[25] Cc1c(-n2c(O)c(C3=c4ccccc4=NC3=O)sc2=S)c(=O)n(-c2ccccc2)n1C
    11	15	2	-0.2	-10	-5	-1.8	-3	-24
[26] CCC(C)(C)c1ccc(OCCCC[n+]2ccccc2)c(C(C)(C)CC)c1
    -3	-3	-11	0.0	0	-33	-1.3	166*	2
[27] COCCn1c(C)cc(O)c(C(c2cccc(F)c2)N2CCN(c3ccccc3)CC2)c1=O (stereo not drawn)
    -15	-16	-2	22	-5	9	0.1	0	·
[28] COc1cccc(C2C(C(=O)c3ccc(C)o3)=C(O)C(=O)N2c2cc(C)on2)c1 (stereo not drawn)
    2	10	3	-1.7	4	-9	0.1	3	5
[29] O=[N+]([O-])c1cccc(CN2CCCCCC2)c1
    1	13	1	-2.9	3	4	0.4	14	-4
[30] CCc1occc(=O)c1Oc1cc(NN2CCCCC2)c([N+](=O)[O-])cc1[N+](=O)[O-]
    -7	4	12	-0.1	10	·	-0.5	1	-6

# Among those listed so far, 2 contain a CF3 group:
# Below each compound – D2 potentiator	D1 antagonist	D1 potentiator	D2 agonist	TRHR enhancer	RXFP1 antag	TRHR agonist	D1 agonist	D2 antagonist
[6] CC(=O)Nc1ccc(Nc2ccc(S(=O)(=O)C(F)(F)F)cc2[N+](=O)[O-])cc1
    2	-5	-5	2.8	4	-2	2.1	8	1
[24] O=C(Cn1cc(/C=N/NC(=O)c2cccc(C(F)(F)F)c2)c2ccccc21)Nc1ccc(F)cc1
    -3	-14	-6	0.1	1	-1	0.3	3	8

# In the list so far, 3 have a Cl atom.
# Below each compound – D2 potentiator	D1 antagonist	D1 potentiator	D2 agonist	TRHR enhancer	RXFP1 antag	TRHR agonist	D1 agonist	D2 antagonist
[3] O=C(NCc1ccccc1Cl)c1ccc(CSc2nc3ccncc3[nH]2)cc1
    28	-4	-1	-0.6	-2	-10	-0.4	4	-9
[8] CC(=O)c1ccc(N2CCN(C(=O)c3ccc4c(Cl)c5c(nc4c3)CCCC5)CC2)cc1
    7	-22	-1	-0.9	-4	·	-0.4	4	1
[22] Cc1ccc(C(NC(=O)NCCCN2CCOCC2)=C(Cl)Cl)cc1F
    8	5	-2	1.4	-3	1	0.6	0	-12

# (more compounds)
# Below each compound – D2 potentiator	D1 antagonist	D1 potentiator	D2 agonist	TRHR enhancer	RXFP1 antag	TRHR agonist	D1 agonist	D2 antagonist
[31] COc1cc(NC(=O)CS(=O)(=O)c2ccccc2)cc(OC)c1OC
    3	6	6	-0.7	-3	-9	-0.2	2	-22
[32] O=C(Nc1ccc2ccccc2n1)c1ccc(Cl)cc1
    11	-22	1	-0.2	4	-4	-2.0	10	-14
[33] COCCn1c(=NC(=O)c2ccc3c(c2)OCCO3)sc2cc(S(N)(=O)=O)ccc21
    4	1	-5	0.5	5	9	0.0	3	-5
[34] CCOC(=O)C1(CCOc2ccccc2)CCN(Cc2cccs2)CC1
    -13	3	2	1.0	0	-22	0.6	1	10
[35] CCN(CC)C(=O)COc1ccc(/C(C)=N/NC(=O)c2ccccc2-n2cccc2)cc1
    ·	2	-8	·	-5	5	1.3	4	·
[36] COC(=O)c1ccc2c(c1)N(CC(=O)Nc1ccc(C)c(C)c1)C(=O)c1ccccc1S2
    -7	10	1	0.2	-2	·	0.4	3	·
[37] Cn1nc(CC(=O)NCCN2C(=O)CSC2=O)c2ccccc2c1=O
    -12	17	-2	1.3	-1	5	0.3	2	-9
[38] CC(C)(C)c1ccc(C2C3=C(CCCC3=O)NC3=C2C(=O)c2ccccc23)cc1 (stereo not drawn)
    -3	-10	7	0.2	0	·	-0.4	-1	13
[39] CCOC(=O)C1(CCOc2ccccc2)CCN(Cc2nccn2CC)CC1
    0	-18	-2	-0.6	2	10	0.4	0	-15
[40] O=C(CSc1nc2ccccc2c(=O)[nH]1)N1CCN(S(=O)(=O)c2ccccc2)CC1
    ·	19	-6	·	-4	24	-2.0	3	·
[41] Cc1cc(C)c(NC(=O)c2ccccc2N(C)S(C)(=O)=O)c(C)c1
    0	-15	-1	0.1	1	7	0.0	3	-1
[42] COC(=O)C1=C(C(=O)OC)[C@@H]2N(C)c3ccccc3[C@@]23C[C@@H](C(=O)OC)N=C3N1
    15	3	0	0.0	-1	·	0.0	4	-13
[43] O=C(Nc1cccnc1Cl)c1noc2c1CCc1ccccc1-2
    5	-3	-8	0.0	3	-4	-1.3	4	3
[44] CCOC(=O)C1CCCN(c2c(NCCCN(CC)c3cccc(C)c3)c(=O)c2=O)C1 (stereo not drawn)
    -1	-16	-11	-0.4	76*	-6	-0.1	1	-2
[45] COc1ccc(OC)c(NC(=O)c2cnc(N3CCCC3)nc2C)c1
    -5	4	0	4.9	-6	0	0.8	1	·
[46] CCOC(=O)COc1c(OC)cc(Cl)cc1C1Nc2ccccc2C(=O)N1c1ccc(F)cc1 (stereo not drawn)
    15	-3	-2	-0.1	29	13	-0.1	2	3
[47] CCOC(=O)c1cc(C)nc(Sc2ccc(C)cc2)c1C#N
    -1	-24	-5	-0.6	2	-10	0.4	3	-5
[48] CCc1nc2ccccc2c(C(=O)OCC(=O)N(CC(C)C)c2c(N)n(Cc3ccccc3)c(=O)[nH]c2=O)c1C
    -5	35	13	2.6	-2	-27	3.5	16	-7
[49] CC1SC(c2ccc(Cl)cc2Cl)NC1=O (stereo not drawn)
    22	2	-5	-1.2	0	-4	-0.2	-1	-15
[50] NS(=O)(=O)c1ccc(CCNC(=O)C(=O)NCC2OCCN2S(=O)(=O)c2ccc(F)cc2)cc1 (stereo not drawn)
    1	12	1	0.2	12	19	1.0	0	4
[51] COc1ccc(NC(=O)c2cc(CC(C)C)on2)cc1OC
    1	-27	9	0.5	7	-10	-0.1	0	22
[52] CCOC(=O)C1(CC2CC2)CCN(S(=O)(=O)/C=C/c2ccccc2)CC1
    -3	-80*	-11	-1.5	-3	-9	0.3	9	-12
[53] Cc1noc(NC(=O)c2cccc(Cl)c2Cl)c1C#N
    -2	-28	-6	-1.0	-1	-2	0.3	5	8
[54] COC(=O)c1ccc(C)c(NS(=O)(=O)c2ccc(OC)c(OC)c2)c1
    8	22	1	1.2	-3	0	-0.1	4	5
[55] CN1C(=O)N(C)C2(CC1(C)C)CC(C)(C)N(C)C(=O)N2C
    7	-9	1	0.5	-4	7	-0.2	3	0
[56] COCCNC(=S)N(CCc1c(C)[nH]c2ccc(OC)cc12)Cc1cccnc1
    -7	9	0	0.4	-8	4	-2.0	1	20
[57] CCn1nc(C)c(/C=N/NC(=O)c2ccoc2C)c1C
    -16	14	-7	0.5	-4	-5	0.4	3	29
[58] COc1ccccc1CNc1ccc(-c2nc(-c3ccco3)no2)cc1[N+](=O)[O-]
    -20	-11	-3	-1.4	-5	·	0.2	14	·
[59] C/C(=N\NC(=O)CNc1cccc(Cl)c1C)C1CC1
    5	2	0	0.2	0	0	-0.4	2	8
[60] O=C(CCOc1ccccc1)Nc1ccnn1C1CCN(C(=O)CCC(F)(F)F)CC1
    -6	5	0	0.2	7	-2	0.7	1	-1
[61] O=C1C=C(c2cccc(O)c2)C[C@@H](c2ccc(F)cc2)C1
    9	·	-3	-0.6	-2	·	0.1	3	-8
[62] CCn1c(CSc2ncn[nH]2)nc2cc(C(=O)O)ccc21
    6	-2	-7	1.2	8	-4	-0.1	1	-4
[63] CC1(C)CC(=O)C2=C(C1)c1c(ccc3ccccc13)NC2c1ccc(Br)o1 (stereo not drawn)
    4	-2	-2	-1.1	-8	-7	-1.1	2	-11
[64] CCCN1C2CCCC1CC(NC(=O)c1ccccc1OCC)C2 (stereo not drawn)
    6	-81*	-2	-0.4	11	-5	-1.0	1	6
[65] COc1ccc(-c2noc(CCCC(=O)NC3CCCCC3)n2)cc1
    ·	-37*	-14	·	-1	-14	0.1	6	·
